Screening results: PubChem BioAssay, several laboratories
BoNT-A LC inh2: BoNT A light chain protease inhibition. inhibition, % at 10 µM. multiplex microsphere protease substrate cleavage, flow cytometry. 360,000 tested, 0.17% active; also: plate controls were buffer without enzyme for full effect and enzyme alone for no effect
Y pestis TopoI: blocks Yersinia pestis topoisomerase I activity; Y. pestis Topo-I cleavage product accumulation, plate reader; activity, % at 10 µM; 360,000 tested, 0.064% active; AID 504884; in the data active = activity above about 50%, passing the limit was not always enough; inconclusive = no clear call, values can overlap the other calls; also: inactives centre near 2
Vc quorum ag: quorum light induction in luxS cqsA deficient V. cholerae | V. cholerae BH1578 lux reporter, luminescence, 6 h | AID 588436 | activation, % at 18.7 µM | 350,000 tested, 0.16% active; in the data active = activation mostly above about 9.7%, no sharp cut-off; inconclusive = no clear call, values can overlap the other calls; inactive = mostly below about 3.7%; also: not every result past the cut was called active; inactives centre near 0; reference of the scale not given here
SSB-PriA inh: blocks PriA binding to SSB C-terminal tail | AlphaScreen SSBct-PriA binding, biotinylated peptide | inhibition, % at 33 µM | 430,000 tested, 0.6% active; in the data active = inhibition mostly above about 37%, no sharp cut-off; inactive = mostly below about 20%;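 also: plate controls were negative control peptide for no effect and reference peptide for full effect; strong numbers were not always called active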
3CLpro inhibitor: SARS-CoV 3CLpro protease inhibition | recombinant SARS-CoV 3CLpro, quenched FRET peptide cleavage | inhibition, % at 6 µM | 290,000 tested, 0.14% active | AID 1706; in the data active = inhibition above about 12%
Anthrax LF inh2: inhibitors of Bacillus anthracis lethal factor protease | inhibition, % at 10 µM | P15917 | multiplex microsphere protease cleavage assay, LF | AID 588501 | 360,000 tested, 0.12% active; also: plate controls were buffer without enzyme for full effect and enzyme alone for no effect
Target sequence (P15917 whole entry, looked up): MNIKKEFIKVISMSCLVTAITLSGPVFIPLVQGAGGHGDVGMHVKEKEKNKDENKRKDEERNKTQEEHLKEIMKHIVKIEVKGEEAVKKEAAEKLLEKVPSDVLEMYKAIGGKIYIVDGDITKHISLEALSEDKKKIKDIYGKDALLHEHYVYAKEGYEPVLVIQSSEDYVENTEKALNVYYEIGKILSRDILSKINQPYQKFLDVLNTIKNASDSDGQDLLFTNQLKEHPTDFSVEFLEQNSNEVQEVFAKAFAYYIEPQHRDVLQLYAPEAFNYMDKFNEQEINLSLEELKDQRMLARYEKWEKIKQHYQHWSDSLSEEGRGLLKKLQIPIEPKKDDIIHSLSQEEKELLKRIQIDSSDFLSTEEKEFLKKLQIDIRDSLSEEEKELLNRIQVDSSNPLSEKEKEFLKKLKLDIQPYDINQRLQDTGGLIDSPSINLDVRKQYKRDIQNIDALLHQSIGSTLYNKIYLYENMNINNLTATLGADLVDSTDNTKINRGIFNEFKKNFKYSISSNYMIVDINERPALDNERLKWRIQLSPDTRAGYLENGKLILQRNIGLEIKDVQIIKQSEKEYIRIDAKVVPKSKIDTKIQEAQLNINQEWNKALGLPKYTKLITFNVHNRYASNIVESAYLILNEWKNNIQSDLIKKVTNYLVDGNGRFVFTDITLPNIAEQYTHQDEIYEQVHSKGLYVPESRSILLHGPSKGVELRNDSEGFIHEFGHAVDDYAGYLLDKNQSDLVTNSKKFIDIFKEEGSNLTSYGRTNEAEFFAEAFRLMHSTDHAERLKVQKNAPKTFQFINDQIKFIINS
VHR inh abs: inhibitors of human VHR1 phosphatase (DUSP3); 290,000 tested, 0.52% active; recombinant VHR phosphatase, pNPP absorbance; inhibition, % at 13.3 µM; P51452; in the data active = inhibition above about 50%; also: some compounds called inactive have numbers as strong as hits
Target sequence (P51452 whole entry, looked up): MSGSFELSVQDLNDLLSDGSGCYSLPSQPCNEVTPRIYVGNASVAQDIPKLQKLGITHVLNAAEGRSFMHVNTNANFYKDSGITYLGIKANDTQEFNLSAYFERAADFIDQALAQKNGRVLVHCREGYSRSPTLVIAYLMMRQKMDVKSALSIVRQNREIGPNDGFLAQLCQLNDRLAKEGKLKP
TcdB inh: TcdB glycohydrolase inhibition; inhibition, % at 9.99 µM; 350,000 tested, 0.24% active; P18177; TcdB glycohydrolase enzymatic assay, plate reader; in the data active = inhibition above about 10%
PfHsp40 rescue: restores yeast growth despite PfHsp40 toxicity. S. cerevisiae expressing PfHsp40, growth rescue, ATP luminescence. growth rescue, % at 12.5 µM. 340,000 tested, 0.68% active; in the data active = growth rescue above about 28%, passing the limit was not always enough; inconclusive = no clear call, values can overlap the other calls;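 also: yeast W303a lacking pdr1 and pdr3 grown in galactose medium; growth measured after three days at 30 °C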
CCHFV vOTU inh: CCHFV vOTU protease inhibition; Pep-AMC fluorescence; inhibition, % at 11.5 µM; 370,000 tested, 0.55% active; AID 651958; in the data active = inhibition above about 30%; also: 0% = vehicle wells with enzyme and 100% = no enzyme wells
* hit, by the source's call; i = inactive; ? = inconclusive; . = not tested or not shown; & = joins results of further samples. Rule as the data show it, unless noted: active = inhibition above about 30%; inconclusive = no clear call, values can overlap the other calls; inactive = below that. This is a subset, so the mix of outcomes need not match the whole.

SMILES	BoNT-A LC inh2	Y pestis TopoI	Vc quorum ag	SSB-PriA inh	3CLpro inhibitor	Anthrax LF inh2	VHR inh abs	TcdB inh	PfHsp40 rescue	CCHFV vOTU inh
O=C1NN(c2ccccc2)C(=O)/C1=C/c1ccc(-c2ccc(C(=O)O)cc2)o1	0.6	-9	-1.0	-11	2	-8	-4	0.7	0.3	-3
Cn1c(Sc2ccc(C(F)(F)F)cc2[N+](=O)[O-])nnc1-c1ccccc1	3.3	2	-1.3	16	-1	-6	3	.	1.1	4
COc1ccc(CN(C)C(=O)c2ccccc2Sc2ccccc2C#N)c(OC)c1	-3.8	16	-7.7	9	2	-1	5	0.7	0.9	19
Nc1ccnc(Oc2ccc(F)cc2)c1	0.1	3	-3.6	-16	-5	0	4	.	-0.7	20
N#Cc1ccccc1NC1=CC(=O)CCC1	-0.2	2	-0.4	9	4	-1	6	.	1.5	-2
COc1ccc(N2C(=O)C3C4C=CC(c5ccccc5)(C3C2=O)C2C(=O)N(c3ccc(OC)cc3)C(=O)C42)cc1 (configuration not stated)	-1.1	5	i	-13	1	-3	23	1.1	0.3	10
CCOC(=O)CSc1nc2c([nH]c3ccccc32)c(=O)n1C	0.7	20	-0.6	-3	2	0	14	.	-2.2	-6
COc1ccc(-n2nc(C(=O)NCC(=O)NCc3ccccc3OC)c3ccccc3c2=O)cc1	-7.5	30	i	-1	-3	3	36	1.3	1.3	2
Cc1ccc(NC(=O)C2CCCN(c3cnccn3)C2)c(C)c1 (configuration not stated)	0.4	7	-0.6	-14	-3	2	16	4.6	23	7
CN(C(=O)COC(=O)c1cn(-c2ccccc2)nc1-c1ccccc1)C1CCS(=O)(=O)C1 (configuration not stated)	0.9	13	-1.1	-3	2	7	3	4.4	0.1	10
COc1ccccc1CNC(=O)c1cc(C(C)C)nc2ccccc12	-1.3	9	-0.3	-25	1	-4	2	0.2	1.1	-2
C/C(=N/Oc1nc(C)cc(C)n1)c1ccc(Br)cc1	-0.4	-10	i	.	11	0	20	.	-1.4	-3
CCCC(=O)Nc1c2c(nn1-c1ccc([N+](=O)[O-])cc1)CS(=O)(=O)C2	0.0	-6	-1.8	-12	-1	11	24	0.3	1.2	-1
CCNC(=O)C1(C)CCCN(C(=O)c2ccccc2Br)C1 (configuration not stated)	-0.7	4	i	.	.	3	.	-9.3	.	-9
COc1ccccc1OCC(=O)NC1CCSc2ccccc21 (configuration not stated)	-0.1	8	i	-7	.	-4	.	3.8	-0.6	-7
CC(=O)c1ccc(NC(=O)N2CCCC(C(=O)c3ccc4c(c3)OCO4)C2)cc1 (configuration not stated)	0.5	-7	2.3	7	3	0	0	0.9	-0.8	8
CC(=O)N1CCN(S(=O)(=O)c2cccc(C(=O)NCc3ccc(F)cc3)c2)CC1	-0.5	2	-0.8	2	.	-1	.	1.6	-1.0	6
OC(C1=CC(=Cc2ccncc2)c2ccccc21)c1ccncc1 (configuration not stated)	-0.7	16	i	-4	.	-11	.	-1.3	-0.4	1
Cc1csc(CNc2ncnc3ccc(-c4ccc5c(c4)OCCO5)cc23)c1	0.1	-7	i	4	.	-4	.	1.1	1.1	7
COCCCN(CC(=O)Nc1ccc(N2CCOCC2)cc1)S(=O)(=O)c1ccccc1	-1.4	2	i	4	1	-12	4	0.1	0.9	-7

Overlap with the part before: 4 entries, followed by the next part.
SMILES	BoNT-A LC inh2	Y pestis TopoI	Vc quorum ag	SSB-PriA inh	3CLpro inhibitor	Anthrax LF inh2	VHR inh abs	TcdB inh	PfHsp40 rescue	CCHFV vOTU inh
CC(=O)N1CCN(S(=O)(=O)c2cccc(C(=O)NCc3ccc(F)cc3)c2)CC1	-0.5	2	-0.8	2	.	-1	.	1.6	-1.0	6
OC(C1=CC(=Cc2ccncc2)c2ccccc21)c1ccncc1 (configuration not stated)	-0.7	16	i	-4	.	-11	.	-1.3	-0.4	1
Cc1csc(CNc2ncnc3ccc(-c4ccc5c(c4)OCCO5)cc23)c1	0.1	-7	i	4	.	-4	.	1.1	1.1	7
COCCCN(CC(=O)Nc1ccc(N2CCOCC2)cc1)S(=O)(=O)c1ccccc1	-1.4	2	i	4	1	-12	4	0.1	0.9	-7
COc1ccc(CC(=O)NC(C)c2nnc(SCCOc3ccc(OC)cc3)n2C)cc1 (configuration not stated)	0.2	7	i	-16	18*	4	-14	0.7	-1.0	-7
O=C(c1cncc(Br)c1)N1CCCc2ccccc21	0.8	3	-0.6	-3	-1	5	5	.	-2.3	13
CCCC(=O)Nc1nc(C)c(-c2csc(Nc3ccc(Cl)cc3)n2)s1	0.7	-32	-2.1	1	1	1	20	1.6	-1.2	7
COc1ccccc1N1CCN(C(=O)Cc2cccs2)CC1	?	1	i	15	-6	-1	4	.	0.9	1
CCN(CC)S(=O)(=O)c1cc(NS(=O)(=O)c2c(Cl)cccc2Cl)ccc1C	-0.1	13	-0.3	-9	5	1	-19	-1.6	1.7	23
Cc1c2cnn(CC(=O)NCCCN3CC(C)CC(C)C3)c(=O)c2c(C)n1Cc1ccccc1Cl (configuration not stated)	-3.2	11	-3.7	15	5	-6	20	0.1	0.6	7
CCOP(=O)(Cc1cc(C#N)oc1C)OCC	-0.4	1	-0.3	0	-2	-1	-14	.	-1.2	-8
CCC(C)N1CNc2c(c(=O)[nH]c(=S)n2-c2cccc(C)c2)C1 (configuration not stated)	-0.6	10	1.4	3	4	-2	20	0.6	-1.5	1
O=C(/C=C/c1cccc(F)c1)NC1CCN(Cc2ccccc2)CC1	2.2	7	-0.3	0	-1	1	-41	0.0	-1.3	3
COc1ccccc1NC(=O)CN1CC(=O)Nc2ccccc21	-0.1	5	-0.6	-3	2	0	30	0.4	-2.0	6
Cc1cc(C)n(CC(=O)NNC(=O)c2ccc(S(C)(=O)=O)cc2)n1	-0.2	-4	i	-6	.	-1	.	-3.1	-0.1	-1
Cn1c(N)c(C(=O)c2ccc(Cl)c(S(=O)(=O)N3CCCCCC3)c2)c(=O)n(C)c1=O	0.6	-1	i	-21	.	1	.	-1.7	-0.5	4
Cn1c(Cc2ccccc2)nnc1SCC(=O)Nc1ccc2c(c1)OCCO2	-1.2	-1	-0.3	5	-4	-4	25	1.0	-0.8	.
Cc1cccc(C)c1NC(=O)CSc1nnc(Cn2nnc(-c3ccccc3)n2)n1-c1ccccc1	?	14	i	1	1	1	18	.	2.0	3
CNC(=S)N/N=C(\C)c1cccc([N+](=O)[O-])c1	-1.2	-4	i	.	0	-2	18	-0.2	1.1	12
CCOC(CCc1c(C)nc(NC(C)=O)[nH]c1=O)OCC	-13	-4	i	-5	-1	-6	10	-0.7	0.2	-6
CCCCN(C(=O)c1cccc(S(=O)(=O)N2CCN(C)CC2)c1)c1c(N)n(CCCC)c(=O)[nH]c1=O	-2.4	-6	i	-5	.	-4	.	1.5	0.2	-1
CC[C@H](C)[C@H]1CNC(=S)N1CC1CCN(CCC23CC4CC(CC(C4)C2)C3)CC1	-0.4	19	-1.4	-5	.	3	.	1.0	1.1	20
O=C(N/N=C/c1ccc([N+](=O)[O-])o1)c1ccc(NS(=O)(=O)c2cccs2)cc1	-0.4	-11	i	i	4	-1	1	2.0	-2.5	19
CCn1cc([N+](=O)[O-])c(C(=O)Nc2c(C)nn(Cc3cccc(F)c3)c2C)n1	-0.7	-2	i	2	6	0	0	0.4	-0.8	6

Another view of 4 compounds above:
Order of results – BoNT-A LC inh2, Y pestis TopoI, Vc quorum ag, SSB-PriA inh, 3CLpro inhibitor, Anthrax LF inh2, VHR inh abs, TcdB inh, PfHsp40 rescue, CCHFV vOTU inh
> Cn1c(Cc2ccccc2)nnc1SCC(=O)Nc1ccc2c(c1)OCCO2
 : -1.2, -1, -0.3, 5, -4, -4, 25, 1.0, -0.8, .
> Cc1cccc(C)c1NC(=O)CSc1nnc(Cn2nnc(-c3ccccc3)n2)n1-c1ccccc1
 : ?, 14, i, 1, 1, 1, 18, ., 2.0, 3
> CNC(=S)N/N=C(\C)c1cccc([N+](=O)[O-])c1
 : -1.2, -4, i, ., 0, -2, 18, -0.2, 1.1, 12
> CCOC(CCc1c(C)nc(NC(C)=O)[nH]c1=O)OCC
 : -13, -4, i, -5, -1, -6, 10, -0.7, 0.2, -6

Going on with the list.
SMILES	BoNT-A LC inh2	Y pestis TopoI	Vc quorum ag	SSB-PriA inh	3CLpro inhibitor	Anthrax LF inh2	VHR inh abs	TcdB inh	PfHsp40 rescue	CCHFV vOTU inh
ONC(=Nc1ccc(Cl)cc1)c1ccccc1Cl	0.0	4	i	-6	1	-8	5	.	0.8	-2
CC(OC(=O)c1ccc(NC(=O)CC#N)cc1)C(=O)NC(=O)NC1CCCCC1 (configuration not stated)	-0.2	46	-1.3	3	-1	-1	23	0.5	0.8	3
COC(=O)c1c(-c2ccc(OC)cc2)oc2ccccc12	-0.9	30	-3.4	-71	1	-3	24	1.3	2.4	-29
CCc1ccc(CNC(=O)C2CC(=O)N(C3CCCC3)C2)cc1 (configuration not stated)	2.1	9	i	5	3	-1	-2	2.9	1.4	-8
CCSc1nc2sc3c(c2c(=O)n1-c1ccc(C)cc1)CCN(C)C3	9.9	16	i	0	0	-12	21	-0.8	0.7	-3
Cc1c(F)cccc1NS(=O)(=O)c1ccc2c(c1)c(=O)n(C)c(=O)n2C	0.4	3	0.4	-8	-5	-4	0	0.3	1.9	5
O=C(O)c1c[nH]c2c(C(F)(F)F)cccc2c1=O	-1.4	-2	.	-1	-8	4	-19	.	-1.8	8
CSCCC(NC(=O)c1ccco1)C(=O)N1CC(C)OC(C)C1 (configuration not stated)	-0.1	-3	-1.9	-8	.	-1	.	1.3	-0.8	4
CCN(CC)S(=O)(=O)c1ccc(NC(=O)c2cccc3c2C(=O)N(CCOC)C3)cc1	0.3	-5	1.4	-1	2	0	15	0.9	-0.9	-4
CCc1cc2c(NCc3ccccc3)nc(C)nc2s1	2.5	10	-0.7	-30	-2	7	-18	0.3	1.1	-6
CCC(C(=O)NC1CC(C)(C)NC(C)(C)C1)c1ccccc1 (configuration not stated)	-0.7	-1	1.0	-17	4	-5	24	0.5	0.7	0
CCCCOc1ccc(N(CC(=O)NC(C)(C)CC)C(=O)CCC(=O)Nc2ccccn2)cc1	0.1	16	-2.1	-4	1	-8	7	0.8	3.8	0
CCOC(=O)C1CCN(C(=O)c2cccc(S(=O)(=O)NCc3ccccc3)c2)CC1	2.1	7	i	-13	.	-3	.	1.3	2.3	14
CN(c1ccccc1)S(=O)(=O)c1cc(C(=O)Nc2nc3ccccc3[nH]2)ccc1Cl	-0.6	22	-0.3	0	-1	-2	21	.	-2.4	10
CC(=O)NCCc1cnc[nH]1	-0.2	6	0.9	-4	-1	9	4	0.1	-0.7	-2
COc1ccc(-n2c(C)cc(C(=O)Cn3nnc4ccccc4c3=O)c2C)cc1	-0.4	8	i	-5	3	-10	-2	.	-0.7	-13
CCOCCCNC(=S)N1CCN(Cc2ccco2)CC1	0.2	2	-1.5	-7	1	-11	1	0.2	0.1	2
C=CCn1c(SCC(=O)NCC2CCCO2)nc2scc(-c3ccc(OC)cc3)c2c1=O (configuration not stated)	2.2	25	-0.4	-29&-1	4	0	8	2.2	0.0	9
O=c1[nH]c(=O)n(CC2CCCO2)c(O)c1/C=C1\C=Nc2ccccc21 (configuration not stated)	2.5	3&1	-0.4	.	-4&-1	1	23&5	-0.9&-0.4	0.5&-1.7	4&4
O=C(CCSCCc1ccccn1)Nc1cc(F)ccc1F	0.3	-6	0.8	-13	4	0	-7	.	-0.7	-1
COc1cc(C(=O)NCCCCc2ccccc2)cc(OC)c1OC	.	-1	-0.2	-20	-2	.	5	-0.5	-0.5	-2
